Source: PubChem
mut p53 react: restores mutant p53 pathway signaling in SW480 cells | SW480 PUMA-promoter luciferase, p53 mutant reactivation | activation, % at 9.98 µM | 1.5% of 28,000 active; in the data active = activation above about 52%
STK33 kin inh: human STK33 kinase inhibition | AID 2322 | inhibition, % at 12.5 µM | 0.44% of 27,000 active | ADP-Glo luminescence, MBP substrate | Q9BYT3; in the data active = inhibition above about 20%
Target sequence (Q9BYT3 whole entry, looked up): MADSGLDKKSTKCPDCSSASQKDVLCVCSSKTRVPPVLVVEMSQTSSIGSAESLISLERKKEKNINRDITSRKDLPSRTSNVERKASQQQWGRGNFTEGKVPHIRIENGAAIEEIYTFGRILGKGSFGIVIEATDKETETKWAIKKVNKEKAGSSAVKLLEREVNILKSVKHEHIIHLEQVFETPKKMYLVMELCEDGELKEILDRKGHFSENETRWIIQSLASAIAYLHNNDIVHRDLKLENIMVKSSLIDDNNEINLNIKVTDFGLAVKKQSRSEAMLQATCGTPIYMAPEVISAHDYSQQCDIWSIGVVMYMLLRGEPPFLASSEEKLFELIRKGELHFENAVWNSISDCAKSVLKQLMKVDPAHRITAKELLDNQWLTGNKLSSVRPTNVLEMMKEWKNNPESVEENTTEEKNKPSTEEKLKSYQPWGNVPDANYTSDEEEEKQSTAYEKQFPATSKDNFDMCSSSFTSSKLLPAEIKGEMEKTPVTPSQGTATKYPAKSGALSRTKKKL
The depositor's hits bear a star; . = not tested or not shown. Only part of the results is shown; count on the stated rates, not on these rows.

mol | mut p53 react | STK33 kin inh
COc1ccc(CN(C)C[C@@H]2Oc3ccc(NS(=O)(=O)c4ccc(Cl)cc4)cc3CC(=O)N([C@H](C)CO)C[C@H]2C)cc1 | 14 | 0
CNC[C@@H]1Oc2c(NC(=O)NC3CCCCC3)cccc2C(=O)N([C@@H](C)CO)C[C@@H]1C | 0 | .
Cc1noc(C)c1S(=O)(=O)Nc1ccc2c(c1)C(=O)N([C@H](C)CO)C[C@H](C)[C@H](CN(C)C(=O)c1ccccc1)OCCCC[C@@H](C)O2 | . | -4
COc1cccc2c1C(=O)c1ccc3c(c1C2=O)C(=O)CC(C)(O)C3 (stereo not drawn) | 20 | -2
CCCC#Cc1cnc2c(c1)C(=O)N([C@@H](C)CO)C[C@@H](C)[C@H](CN(C)Cc1ccc(F)cc1)O2 | 2 | .
C[C@@H]1CN([C@H](C)CO)C(=O)Cc2cc(NS(=O)(=O)c3ccc(Cl)cc3)ccc2O[C@@H]1CN(C)C(=O)Nc1ccc(C(F)(F)F)cc1 | . | -3
COc1ccc(-n2nc3cc(C)c(NC(=O)COc4ccc(Cl)cc4Cl)cc3n2)cc1 | -13 | 1
COc1ccc(S(=O)(=O)N(C)C[C@@H]2Oc3ccc(NC(=O)CCN4CCOCC4)cc3CC(=O)N([C@@H](C)CO)C[C@@H]2C)cc1 | . | 0
C[C@@H]1CCCCO[C@H](CN(C)C(=O)Nc2ccc3c(c2)OCO3)[C@@H](C)CN([C@H](C)CO)C(=O)c2cc(NS(=O)(=O)c3ccccc3)ccc2O1 | . | -1
C[C@H](CO)N1C[C@H](C)[C@H](CN(C)Cc2ccccc2)OCc2cnnn2CCCC1=O | -2 | -1
[N-]=[N+]=Nc1ccccc1C[C@@]1(C(=O)NCc2ccccc2)N=C(c2ccc(OCCCO)cc2)O[C@@H]1c1ccccc1N=[N+]=[N-] | . | -2
CCCNC(=O)N(C)C[C@H]1Oc2ncc(C#CCC3CCCC3)cc2C(=O)N([C@@H](C)CO)C[C@@H]1C | 10 | .
COC(=O)c1c(-c2snnc2C)n[nH]c1C | 5 | .
C[C@@H]1CN([C@H](C)CO)C(=O)Cc2cc(NC(=O)Cn3cnnn3)ccc2O[C@H]1CN(C)C(=O)Nc1ccc(F)cc1 | . | 3
COc1ccc(NC(=O)Nc2cccc3c2O[C@@H](CN(C)S(=O)(=O)c2ccc(Cl)cc2)[C@@H](C)CN([C@@H](C)CO)C3=O)cc1 | 6 | .
O=C(CCCN1C(=O)c2ccccc2C1=O)Nc1ccc(Br)cc1F | 4 | 2
C[C@H]1CN([C@@H](C)CO)C(=O)Cc2cc(NS(=O)(=O)c3ccc(Cl)cc3)ccc2O[C@@H]1CN(C)S(C)(=O)=O | . | 0
C[C@@H]1CN([C@@H](C)CO)C(=O)c2cc(C#CCN(C)C)cnc2O[C@H]1CN(C)Cc1cccc(F)c1 | 3 | .
CSc1cccc(NC(=O)CN(c2ccc3c(c2)OCCO3)S(C)(=O)=O)c1 | 7 | -4
C[C@H]1CCCCO[C@@H](CN(C)C(=O)Nc2ccccc2)[C@@H](C)CN([C@@H](C)CO)C(=O)c2cc(NC(=O)c3ccncc3)ccc2O1 | 3 | .
COC(=O)CCSc1nc2sc3c(c2c(=O)n1-c1cccc(C)c1)CC(C)(C)OC3 | 1 | -2
Cc1noc(C)c1S(=O)(=O)Nc1ccc2c(c1)CC(=O)N([C@H](C)CO)C[C@@H](C)[C@@H](CN(C)C(=O)Nc1ccc3c(c1)OCO3)O2 | . | -1
O=C(CSc1nnc(-c2ccc(Br)cc2)o1)Nc1ccc2ccccc2c1 | -21 | 1
Cc1noc(C)c1NC(=O)Nc1ccc2c(c1)C(=O)N([C@H](C)CO)C[C@@H](C)[C@H](CN(C)Cc1ccc(Cl)c(Cl)c1)O2 | . | -1
C[C@@H]1CN([C@@H](C)CO)C(=O)Cc2cc(NC(=O)Nc3cccc4ccccc34)ccc2O[C@@H]1CN(C)Cc1ccncc1 | -14 | 0
C[C@H]1CN([C@@H](C)CO)C(=O)c2cc(N(C)C)ccc2O[C@@H]1CN(C)C(=O)Nc1ccc2c(c1)OCO2 | 4 | -1
CNC[C@H]1Oc2ncc(-c3ccc(OC)cc3)cc2C(=O)N([C@@H](C)CO)C[C@@H]1C | 9 | .
CCC(C)C(=O)OC1CC(C)C=C2C=CC(C)C(CCC(O)CC(O)CC(=O)O)C21 (stereo not drawn) | -17 | -1
C[C@@H]1CN([C@@H](C)CO)C(=O)Cc2cc(NC(=O)Cn3cnnn3)ccc2O[C@@H]1CN(C)C(=O)Nc1ccc(F)cc1 | 1 | 0
C[C@H]1CN([C@@H](C)CO)C(=O)c2cccc(NS(=O)(=O)c3cn(C)cn3)c2O[C@@H]1CN(C)C(=O)Nc1ccc(C(F)(F)F)cc1 | -4 | .
COc1ccc(CN(C)C[C@H]2OCCCC[C@@H](C)Oc3ccc(NS(=O)(=O)c4ccc(C)cc4)cc3C(=O)N([C@H](C)CO)C[C@@H]2C)cc1 | . | -1
C[C@@H]1CN([C@H](C)CO)C(=O)CCCn2nncc2CO[C@@H]1CN(C)S(=O)(=O)c1ccc(Oc2ccccc2)cc1 | -14 | 5

Random excerpt: 5 compounds from above
mol | mut p53 react | STK33 kin inh
COc1ccc(CN(C)C[C@H]2OCCCC[C@@H](C)Oc3ccc(NS(=O)(=O)c4ccc(C)cc4)cc3C(=O)N([C@H](C)CO)C[C@@H]2C)cc1 | . | -1
C[C@H]1CN([C@@H](C)CO)C(=O)c2cc(N(C)C)ccc2O[C@@H]1CN(C)C(=O)Nc1ccc2c(c1)OCO2 | 4 | -1
C[C@@H]1CN([C@@H](C)CO)C(=O)Cc2cc(NC(=O)Cn3cnnn3)ccc2O[C@@H]1CN(C)C(=O)Nc1ccc(F)cc1 | 1 | 0
CCC(C)C(=O)OC1CC(C)C=C2C=CC(C)C(CCC(O)CC(O)CC(=O)O)C21 (stereo not drawn) | -17 | -1
C[C@@H]1CN([C@@H](C)CO)C(=O)Cc2cc(NC(=O)Nc3cccc4ccccc34)ccc2O[C@@H]1CN(C)Cc1ccncc1 | -14 | 0

Other records:
mol | mut p53 react | STK33 kin inh
O=C(CSc1nnc(-c2ccco2)n1-c1ccccc1)N1CCc2ccccc21 | -8 | -3
Cc1c(Br)c(C(F)(F)F)nn1CC(=O)Nc1cc(Oc2cccnc2)cc([N+](=O)[O-])c1 | -11 | 0
C[C@@H]1CCCCO[C@H](CN(C)C(=O)Nc2ccc(F)cc2)[C@@H](C)CN([C@H](C)CO)C(=O)c2cc(N(C)C)ccc2O1 | . | 5
COC(=O)c1ccc(-n2nnnc2SCC(=O)Nc2ccccc2)cc1 | -6 | 0
COC(=O)c1ccc(C(=O)OC)c(NC(=O)c2cnn3cccnc23)c1 | -10 | 3
N#Cc1ccccc1NC(=O)CN1CCC(C(N)=O)CC1 | -16 | 0
Cc1onc(-c2c(Cl)cccc2Cl)c1NC(=O)N1CCCC1=O | . | 0
Cc1noc(C)c1S(=O)(=O)Nc1ccc2c(c1)C(=O)N([C@H](C)CO)C[C@H](C)[C@H](CN(C)C(=O)Nc1ccc(F)cc1)OCCCC[C@@H](C)O2 | . | -8
COc1cc(N)c(Cl)cc1C(=O)OCCCN1CCCCC1 | 8 | 2
O=C1O[C@@H](c2ccccc2)[C@@H](c2ccccc2)N2[C@@H](c3ccc(OCCO)cc3)[C@]3(C(=O)Nc4ccc(C#CC5(O)CCCCCC5)cc43)[C@@H](C(=O)O)[C@H]12 | . | 14
C[C@H]1CN([C@@H](C)CO)C(=O)Cc2cc(NS(C)(=O)=O)ccc2O[C@@H]1CN(C)Cc1ccc(-c2ccccc2)cc1 | 1 | 0
COc1ccc(NC(=O)N(C)C[C@H]2Oc3ccc(NS(=O)(=O)c4cn(C)cn4)cc3C(=O)N([C@@H](C)CO)C[C@H]2C)cc1 | . | 0
COc1ccc(S(=O)(=O)N(C)C[C@@H]2Oc3ccc(NC(=O)NC(C)C)cc3C(=O)N([C@H](C)CO)C[C@H]2C)cc1 | 5 | .
C[C@@H]1CN([C@@H](C)CO)C(=O)CCCn2cc(nn2)CO[C@H]1CN(C)Cc1ccc(Cl)c(Cl)c1 | 6 | 0
C[C@@H]1CN([C@@H](C)CO)C(=O)c2cccc(NC(=O)NC3CCCCC3)c2O[C@@H]1CN(C)C | 2 | .
C[C@@H]1CN([C@H](C)CO)S(=O)(=O)c2ccc(-c3ccc(C#N)cc3)cc2O[C@H]1CN(C)Cc1cccc(F)c1 | -59 | .
C[C@@H]1CN([C@@H](C)CO)C(=O)Cc2cc(NC(=O)Nc3ccc(C(F)(F)F)cc3)ccc2O[C@@H]1CN(C)C | -43 | .
C[C@@H]1CN([C@@H](C)CO)C(=O)Cc2cc(NS(C)(=O)=O)ccc2O[C@@H]1CN(C)C(=O)Nc1ccc2c(c1)OCO2 | . | 0
C[C@@H]1CCCCO[C@@H](CN(C)C(=O)Nc2ccc(C(F)(F)F)cc2)[C@@H](C)CN([C@H](C)CO)C(=O)c2cc(N(C)C)ccc2O1 | . | 2
C[C@H]1CN([C@@H](C)CO)C(=O)CCCn2nncc2CO[C@H]1CN(C)C(=O)c1ccc2ccn(C)c2c1 | . | 0
O=C(COc1ccccc1)Nc1ccc2oc(-c3ccccc3)nc2c1 | 69* | 2
C[C@@H]1CN([C@@H](C)CO)C(=O)CCCn2nncc2CO[C@H]1CN(C)C(=O)NC1CCCCC1 | . | -1
Cc1cc(N)n(-c2ccc(Oc3ccccc3)c(S(=O)(=O)O)c2)n1 | -8 | 0
C=CCN1C(=O)[C@@]2(O[C@@H](CCn3cc(CCO)nn3)[C@H]([Si](C)(C)c3ccc(OC)cc3)[C@H]2C)c2ccccc21 | . | -1
C[C@@H]1CN([C@@H](C)CO)C(=O)c2cccc(NC(=O)Nc3cccc4ccccc34)c2O[C@H]1CN(C)S(=O)(=O)c1ccc(Cl)cc1 | -16 | .
Cc1ccc(-c2ccc3c(c2)O[C@@H](CN(C)C(=O)NC(C)C)[C@H](C)CN([C@H](C)CO)S3(=O)=O)cc1 | -4 | .
OC(CCN1CCCCC1)(c1ccccc1)C1CCCCC1 (stereo not drawn) | . | -8
C[C@@H]1CN([C@@H](C)CO)S(=O)(=O)c2ccc(C#CC3CC3)cc2O[C@H]1CN(C)C(=O)c1cnccn1 | 3 | .
C[C@H]1CN([C@@H](C)CO)C(=O)c2cc(NC(=O)Nc3ccccc3)ccc2O[C@@H]1CN(C)Cc1ccc(C(=O)O)cc1 | . | 2
COc1cc(C(C)=O)ccc1O[C@@H]1O[C@H](CO)[C@@H](O)[C@H](O)[C@H]1O | 13 | 1
Cc1ccc(-c2cc(C(F)F)n3ncc(C(=O)NCCCN4CCOCC4)c3n2)cc1 | 8 | 0
C[C@H](CO)N1C[C@H](C)[C@H](CN(C)C(=O)CCCN(C)C)OCCCC[C@H](C)Oc2ccc(NC(=O)Nc3cccc4ccccc34)cc2C1=O | 10 | .
COc1ccc(S(=O)(=O)N(C)C[C@@H]2Oc3ccc(NS(=O)(=O)c4cccs4)cc3CC(=O)N([C@H](C)CO)C[C@@H]2C)cc1 | . | 1
COc1cc(C2c3c(cc(OC)c(O)c3O)CC(CO)C2CO[C@@H]2O[C@H](C(=O)O)[C@@H](O)[C@H](O)[C@H]2O)cc(OC)c1O (stereo partly drawn) | 4 | 0
C=C(CO)C(=O)O[C@H]1CC(=C)[C@@H]2CC(=O)[C@H](C)[C@@H]2[C@H]2OC(=O)C(=C)[C@@H]21 | . | 0
C[C@H]1CN([C@@H](C)CO)C(=O)Cc2cc(NC(=O)Nc3ccccc3)ccc2O[C@H]1CN(C)Cc1ccc(-c2ccccc2)cc1 | . | 1
COc1ccc(CC(=O)Nc2cccc(C(=O)O)c2)cc1OC | 7 | 1
Cc1ccc(NC(=O)CSc2nc3ccccc3s2)cc1C | -16 | -1
C[C@H](CO)N1C[C@H](C)[C@@H](CN(C)S(=O)(=O)c2ccccc2)Oc2c(NC(=O)NC3CCCCC3)cccc2C1=O | -11 | .
COc1ccc(S(=O)(=O)N(C)C[C@@H]2Oc3ccc(NC(=O)Nc4cccc5ccccc45)cc3C(=O)N([C@H](C)CO)C[C@H]2C)cc1 | -3 | -3

One compound at a time, as listed above. Order of screens: mut p53 react, STK33 kin inh
`CSc1cccc(NC(=O)CN(c2ccc3c(c2)OCCO3)S(C)(=O)=O)c1` across the screens: 7, -4
`C[C@@H]1CN([C@@H](C)CO)C(=O)Cc2cc(NC(=O)Nc3ccc(C(F)(F)F)cc3)ccc2O[C@@H]1CN(C)C` across the screens: -43, .
`C[C@@H]1CN([C@@H](C)CO)C(=O)c2cccc(NC(=O)Nc3cccc4ccccc34)c2O[C@H]1CN(C)S(=O)(=O)c1ccc(Cl)cc1` across the screens: -16, .

Carrying on.
mol | mut p53 react | STK33 kin inh
C[C@H](CO)N1C[C@H](C)[C@H](CN(C)Cc2ccc(-c3ccccc3)cc2)Oc2ccc(NC(=O)C3CCCCC3)cc2C1=O | . | 0
Cc1ccc(CN(C)C[C@@H]2OCc3cn(nn3)CCCC(=O)N([C@H](C)CO)C[C@H]2C)cc1 | . | 6
C[C@H]1CN([C@@H](C)CO)C(=O)c2cc(NC(=O)c3ccncc3)ccc2O[C@@H]1CN(C)C(=O)Nc1ccc2c(c1)OCO2 | 9 | -14
C[C@H]1CN([C@@H](C)CO)C(=O)Cc2cc(NC(=O)Cc3cn(C)c4ccccc34)ccc2O[C@@H]1CN(C)C(=O)Nc1ccc(C(F)(F)F)cc1 | . | -5
c1cc(-c2nc(-c3ccc4c(c3)OCCCO4)cs2)ccc1-c1csnn1 | 46 | .
C[C@@H]1CN([C@@H](C)CO)C(=O)c2cc(-c3cccc(F)c3)cnc2O[C@@H]1CN(C)Cc1ccccn1 | -2 | .
C[C@H](CO)N1C[C@H](C)[C@H](CN(C)Cc2ccc3c(c2)OCO3)Oc2ccc(NC(=O)C3CC3)cc2CC1=O | -4 | -1
CC(C)Cc1ccc(S(=O)(=O)N2c3cc(F)ccc3CCC2C)cc1 (stereo not drawn) | -5 | .
COc1ccccc1NC(=O)N(C)C[C@H]1OCc2cnnn2CCCC(=O)N([C@H](C)CO)C[C@@H]1C | 1 | 7
